# Sm TGR block – S. mansoni TGR enzyme inhibition | Q962Y6 | purified TGR, DTNB reduction, TNB absorbance 405 nm | Potency, µM (highest dose often 114 µM), without a hit: at the highest dose activity change, negative = inhibition, hits mostly inhibitors | 360,000 compounds, 3% hits; further: nearly all actives have a fitted effect of over 60% in size
#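 TGR 20 nM + NADPH 100 uM (dispensed conc.), cpd preinc 15 min RT; start with NADPH (500 uM addition) then DTNB (15 mM addition). Kinetic TNB absorbance, 405 nm filter. Four-parameter Hill fit across titration.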
# Pf growth 96h – P. falciparum growth inhibition at 96 hours; 320,000 compounds, 6.9% hits; P. falciparum luciferase reporter growth, 96 h; Potency, µM (top dose mostly 28.7 µM), for the others: at the top dose activity change, negative = inhibition, hits mostly inhibitors
#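 Infected RBCs, 2% Hct / 0.05% parasitemia final; luciferase-reporter P. falciparum; cpd 96 h, 37 C, 5% CO2; luciferase detection reagent; luminescence.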
# HCV inhibitor – HCV inhibition; Huh7.5.1 HCVcc-Cre infection, luciferase reporter, 44 h; 340,000 compounds, 3.4% hits; Potency, µM (top dose mostly 41.8 µM), inactives show top-dose activity change, negative = inhibition, actives largely listed as inhibitors; AID 651820
#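 Infectious HCV cell culture screen: compound-treated cells (1,000/well, pre-plated 4 h) are infected with HCVcc-Cre at roughly 0.5 moi and grown 44 h. Infection is quantified by luciferase signal after 15 min substrate incubation at room temperature.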
# Pf growth 48h – inhibits P. falciparum growth in the first generation, 48 h; P. falciparum luciferase growth in erythrocytes, 48 h; Potency, µM (series often up to 28.7 µM), inactives show at the highest dose activity change, negative = inhibition, actives largely listed as inhibitors; 310,000 compounds, 5.9% hits
#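 Luciferase-expressing parasites in RBCs, 2% Hct / 0.1% parasitemia final; RPMI 1640 + 0.5% Albumax; 37 C, 5% CO2, one generation; luminescence read-out, lower signal = inhibition.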
# TbPYK inhibitor – T. brucei pyruvate kinase inhibition | 410,000 compounds, 0.12% hits | Q57TT1 | AID 624173 | Potency, µM (top dose mostly 76.8 µM), for the others: at the highest dose activity, negative = inhibition, hits mostly inhibitors | TbPYK enzyme, Kinase-Glo Plus ATP luminescence, 45 min; further: nearly all actives have a fitted effect of over 50% in size
#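 Assay buffer: 50 mM TEA pH 7.2, 100 mM KCl, 10 mM MgCl2, 0.05% BSA, 0.01% Tween-20. Pyruvate kinase from T. brucei plus substrate met compound, then ADP (130 uM final). Luminescence was read post 45 min RT.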
# LmPK inh – inhibitors of Leishmania mexicana pyruvate kinase; Q27686; purified LmPK, Kinase-Glo ATP luminescence, 1 h; Potency, µM (top dose mostly 57.5 µM), without a hit: top-dose activity change, negative = inhibition, usual class: inhibitors; 290,000 compounds, 0.37% hits; AID 1721
# Target sequence (Q27686 whole entry, looked up): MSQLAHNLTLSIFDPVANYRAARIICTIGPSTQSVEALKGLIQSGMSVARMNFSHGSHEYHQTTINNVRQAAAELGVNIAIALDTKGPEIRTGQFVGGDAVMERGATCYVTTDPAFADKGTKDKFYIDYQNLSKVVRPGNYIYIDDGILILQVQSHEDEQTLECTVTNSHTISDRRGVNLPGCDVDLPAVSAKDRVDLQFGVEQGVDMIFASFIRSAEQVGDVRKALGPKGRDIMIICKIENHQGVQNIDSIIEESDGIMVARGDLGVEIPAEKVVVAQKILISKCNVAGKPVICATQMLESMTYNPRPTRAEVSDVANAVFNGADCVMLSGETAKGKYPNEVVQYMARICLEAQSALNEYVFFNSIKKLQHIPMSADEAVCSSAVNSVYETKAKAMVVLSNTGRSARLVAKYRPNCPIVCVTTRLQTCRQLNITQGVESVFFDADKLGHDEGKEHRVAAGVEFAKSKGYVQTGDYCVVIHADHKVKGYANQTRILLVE
#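 Pyruvate kinase activity monitored as ATP production (luciferase luminescence). Conditions: 0.1 nM enzyme, 0.5 mM PEP, 0.1 mM ADP, 1 h, RT; normalized against uninhibited and no-enzyme wells.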
# * marks the source's active call; other numbers are inactive results; u = inconclusive; x = not tested or not shown; & = joins results of further samples; [ ] = another dose, or the depositor's remark. The call rests on the fitted dose curve; in most records, active means well fitted curve in the direction sought with a large enough effect; inconclusive means small, poorly fitted or top-dose-only effect, or another doubt; inactive means no such curve, though single readings can be large; an effect the other way counts as inactive or inconclusive. On the % scale 0 is the no-effect control and ±100 the full control effect; potency means the concentration at half of the fitted maximal effect. Rows were taken by chance. Share with any hit: about 16%.
SMILES,Sm TGR block,Pf growth 96h,HCV inhibitor,Pf growth 48h,TbPYK inhibitor,LmPK inh
Cc1c(N(C)S(=O)(=O)c2cc(C(=O)NCC3CCCO3)ccc2Cl)c(=O)n(-c2ccccc2)n1C (stereo unspecified),-2.0%,10.4%,-1.7%,-22.1%,5.3%,x
O=[N+]([O-])c1cccc(-c2nc(-c3ccccn3)no2)c1,-1.6%,284.0%[activator],6.6%,274.3%[activator],-4.8%,u
O=C(CNC(=O)c1ccco1)NCc1nc2ccccc2[nH]1,-29.7%,-5.3%,5.6%,19.4%,-3.8%,0.6%
O=C(C(Cc1ccccc1)N1C(=O)c2ccccc2C1=O)N1CCc2ccccc21 (stereo unspecified),-5.4%,u,-14.7%,14.7µM*,-6.6%,1.3%
Cc1c(OCC(=O)NC(Cc2ccc(Cl)cc2)C(=O)O)ccc2c3c(c(=O)oc12)CCCC3 (stereo unspecified),3.9%,u,12.9%,-25.8%,1.8%,-5.7%
COc1c(O)cc2oc(-c3ccc(O)c(O)c3)cc(=O)c2c1O,39.8µM*,81.9%[activator],-26.9%,75.1%[activator],-14.1%,-15.9%
Cc1nc2cc([N+](=O)[O-])ccc2c(=O)n1-c1ccc(Br)cc1,u,13.1µM*,-7.7%,13.4%,-0.3%,-0.3%
COc1ccc(C(=O)Nc2c(N)nc(SCC(=O)N3CCCCCC3)[nH]c2=O)cc1OC,u,u,8.8%,-2.7%,-4.1%,1.2%
CCCC(=O)NC(Nc1cc(C(F)(F)F)ccc1Cl)C(Cl)(Cl)Cl (stereo unspecified),-10.0%,u,u,11.7µM*,0.7%,-0.7%
Oc1nc(-c2ccc(Cl)cc2)n2ccncc12,-3.7%,4.1%,7.0%,-12.8%,-4.0%,-0.4%
Cc1cc(NC(=O)c2oc3ccccc3c2C)ccc1-n1cnnn1,8.2%,-1.2%,u,-7.3%,2.2%,-2.9%
COc1ccccc1C/C(N)=N/OC(=O)COc1ccccc1C,2.4%,x,7.6%,x,-4.1%,3.4%
COCC1CCCCN1C(=O)c1ccc2oc(CCCc3ccccc3)nc2c1 (stereo unspecified),-0.3%,-7.6%,u,u,-2.2%,9.6%
CCOC(=O)N1CCN(C(=O)c2ccc(C)c(S(=O)(=O)N3CCCCC3)c2)CC1,1.8%,-13.3%,x,-23.4%,-6.8%,5.5%
Cn1c(=O)c(C(=O)NCc2ccc(Cl)cc2)c(O)c2ccccc21,0.5%,-20.9%,-12.3%,47.5%[activator],4.4%,6.5%
CC(C)(C)C(=O)/C=c1\[nH]c(=O)/c(=C\c2ccccc2F)s1,-13.7%,-28.0%,u,0.0%,-0.3%,6.4%
CCOC(=O)Nc1ccc(NC(=O)OCC)cc1,-4.8%,41.7%[activator],13.0%,56.0%[activator],-5.9%,-4.1%
COCCCNC(=O)CCn1c(=O)c2ccccc2n(CC(=O)Nc2cc(Cl)ccc2C)c1=O,7.1%,3.9%,7.3%&-3.6%,0.0%,3.6%,-7.0%
O=C1c2ccccc2NC(c2cccc(O)c2)N1c1ccccc1 (stereo unspecified),5.7%,15.9%,4.5%,5.6%,-6.1%,-0.3%
Cn1c(NC(=O)Cc2cccc3ccccc23)cc(=O)n(C)c1=O,13.5%,-96.0%,-9.9%,2.8%,-5.3%,9.6%[11.5 µM]

# Taken from above (7 entries):
SMILES,Sm TGR block,Pf growth 96h,HCV inhibitor,Pf growth 48h,TbPYK inhibitor,LmPK inh
Cc1c(N(C)S(=O)(=O)c2cc(C(=O)NCC3CCCO3)ccc2Cl)c(=O)n(-c2ccccc2)n1C (stereo unspecified),-2.0%,10.4%,-1.7%,-22.1%,5.3%,x
O=[N+]([O-])c1cccc(-c2nc(-c3ccccn3)no2)c1,-1.6%,284.0%[activator],6.6%,274.3%[activator],-4.8%,u
O=C(CNC(=O)c1ccco1)NCc1nc2ccccc2[nH]1,-29.7%,-5.3%,5.6%,19.4%,-3.8%,0.6%
O=C(C(Cc1ccccc1)N1C(=O)c2ccccc2C1=O)N1CCc2ccccc21 (stereo unspecified),-5.4%,u,-14.7%,14.7µM*,-6.6%,1.3%
Cc1c(OCC(=O)NC(Cc2ccc(Cl)cc2)C(=O)O)ccc2c3c(c(=O)oc12)CCCC3 (stereo unspecified),3.9%,u,12.9%,-25.8%,1.8%,-5.7%
COc1c(O)cc2oc(-c3ccc(O)c(O)c3)cc(=O)c2c1O,39.8µM*,81.9%[activator],-26.9%,75.1%[activator],-14.1%,-15.9%
Cc1nc2cc([N+](=O)[O-])ccc2c(=O)n1-c1ccc(Br)cc1,u,13.1µM*,-7.7%,13.4%,-0.3%,-0.3%

# Additional structures:
SMILES,Sm TGR block,Pf growth 96h,HCV inhibitor,Pf growth 48h,TbPYK inhibitor,LmPK inh
CC(=O)NCCc1nc2cc(NC(=O)c3ccccc3Cl)ccc2n1C,4.5%,116.9%[activator],-8.4%,103.2%[activator],1.8%,-4.7%
O=C(NCCc1nnc2ccc(NCC3CCCO3)nn12)c1ccccc1 (stereo unspecified),0.7%,9.6%,3.4%,-12.5%,3.2%,11.0%
COC(=O)C(Cc1cnc(Cl)s1)(C(=O)OC)c1ccc(C(F)(F)F)cc1[N+](=O)[O-],1.5%,x,16.8%,u,3.0%,3.7%
Cc1ccc(NS(=O)(=O)c2ccc3c(c2)NC(=O)CCS3)c(C)c1,-7.1%,10.4µM*,-12.4%,2.62µM*,-6.0%,-0.9%
CCc1cccc2c(C(=O)CSc3nnc(-c4ccncc4)n3C)c[nH]c12,3.2%,10.4µM*,-9.1%,u,-23.8%,5.7%
CC(C)CC1COC(=O)N1 (stereo unspecified),-22.3%,6.7%,11.9%,34.8%,-4.9%,6.3%
CC(C)(CO)[C@@H](O)C(=O)NCCC(=O)NCCSSCCNC(=O)CCNC(=O)[C@H](O)C(C)(C)CO,x,14.3%,x,13.6%,1.5%,x
Cc1c(NC(=O)CSc2cccc3cccnc23)c(=O)n(-c2ccccc2)n1C,-1.6%,-9.1%,-6.8%,-14.6%,3.7%,2.5%
N#CC1=C2SCN(Cc3ccccc3)CN2C(=O)CC1c1ccccc1F (stereo unspecified),-29.8%,19.7%,14.5%,x,u,4.5%
Cn1nnnc1SCC(=O)Nc1ccc2c(c1)OCCO2,4.9%,12.5%,11.4%,x,4.3%,-16.0%
COc1ccc(C(=O)COC(=O)CNC(=O)c2ccc(OC)cc2)cc1,-10.2%,-6.7%,-4.2%,2.9%,-2.8%,-0.2%
CCc1nc2sc3ccccc3c(=O)c2c(=O)n1Cc1ccc(OC)cc1,7.9%,u,-69.4%,-14.0%,-1.3%,2.6%
CCCCCn1c(=O)c(C(=O)NCc2ccccn2)c(O)c2ccccc21,13.9%,x,u,u,2.3%,0.6%
CN(c1cc(=O)n2ccccc2n1)C1CCCCC1,3.3%,u,7.4%,u,4.8%,-4.5%
O=C(Nc1ccc2c(c1)C(=O)NC2=O)c1ccccc1Cl,3.0%,36.0%[activator],14.1%,19.3%,4.5%,-7.8%
O=C(COC(=O)c1cccc(NS(=O)(=O)c2ccc(F)c(F)c2)c1)NC(=O)NC1CCCC1,-12.3%,44.1%[activator],11.1%,17.9%,-0.9%,3.9%
NC(=O)CN1CCN(CCN2C(=O)c3cccc4cccc(c34)C2=O)CC1,-12.8%,21.3%,17.5%,20.4%,-5.9%,4.1%
O=C(NCCCn1ccnc1)C(=O)NCC1OCCN1S(=O)(=O)c1ccc(Br)cc1 (stereo unspecified),-9.6%,5.4%,18.2%,1.3%,0.8%,0.5%
COc1ccc(-c2[nH]c(-c3ccc4c(c3)OCO4)nc2-c2ccccc2)cc1,6.7%,u,u,u,2.6%,2.1%
O=C(Oc1cccc(NC(=O)c2ccccc2Cl)c1)c1ccc([N+](=O)[O-])cc1,-12.3%,u,u,66.3%[activator],3.0%,-0.2%
COC(=O)c1ccccc1NC(=O)C1CCCN(S(C)(=O)=O)C1 (stereo unspecified),10.4%,-7.3%,-8.1%,-2.2%,1.0%,-2.8%
Cc1ccc(Oc2nc(-c3ccccn3)nc3ccccc23)cc1,-9.5%,5.86µM*,u,1.47µM*,-0.8%,9.1%
CCCCc1n[nH]c2c1/C(=N/O)CC(c1ccccc1)C2 (stereo unspecified),8.8%,-10.6%,u,-10.6%,-10.4%,-0.4%
CCOC(=O)C1(Cc2ccccc2)CCN(Cc2cccc3nccnc23)CC1,16.3%,-14.9%,-9.8%,-13.7%,0.2%,-3.7%
NCCCCC(N)c1cn([C@@H](CCC(=O)O)C(=O)N2CCNCC2)nn1 (stereo partly specified),-25.5%,51.0%[activator],12.1%,3.7%,-3.3%,x
CCOc1ccc(OCCCCn2cnc3ccccc3c2=O)cc1,4.4%,55.6%[1.15 µM],u,0.0%,3.2%,3.4%
O=C(Cc1ccccc1)Nc1ccc(C(=O)O)cc1,-4.9%,u,-0.5%,8.9%,-2.9%,-6.6%
CCc1ccc(C2C(C#N)=C(N)Oc3n[nH]c(CC(=O)OC)c32)cc1 (stereo unspecified),-8.2%,-3.6%,4.3%,-4.0%,-2.4%,-3.5%
O=C(Cc1ccccc1)NCCc1c[nH]c2ccccc12,-2.8%,-17.8%,11.1%,u,1.8%,1.7%
CC(=O)Nc1cc(C(=O)NCc2ccco2)ccc1Sc1ccc(C)cc1,-2.5%,u,-0.6%,17.8%,-1.8%,-1.1%
CCCc1cc(=O)[nH]c(SCC(=O)c2ccc3c(c2)OCCO3)n1,-12.9%,u,10.0%,u,0.5%,0.3%
CC(C)c1cccc(C(C)C)c1NC(=O)COC(=O)[C@H](C)NC(N)=O,u,u,4.1%,u,-4.0%,1.6%
Cc1cc(C)nc(Nc2n[nH]c(Cc3ccccc3)n2)n1,0.1%,u,22.0%,7.3%,x,-0.8%
Cc1ccc(C(=O)NCCc2cccs2)cc1,19.3%,u,-20.9%,223.2%[activator],-2.7%,u
